Assay outcomes as filed in PubChem BioAssay.
CAL PDZ FP-1: inhibitors of human CAL PDZ peptide binding. purified CAL PDZ, TMR-peptide fluorescence polarization, 1 h. inhibition, % at 20 µM. 330,000 compounds, 0.02% hits. AID 504414;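 active = highest replicate inhibition of at least 40%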;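 note: plate controls were DMSO neutral control wells for no effect and unlabeled competitor peptide control wells for full effect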
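material = purified tagged CAL PDZ domain construct (CerCALP) | buffer or medium = sodium phosphate/NaCl buffer pH 7.4 with TCEP, IgG, Thesit | reagent = TMR-labelled reporter peptide T*-PRC34 bound in PDZ groove | incubation = 1 h room-temperature incubation prior to read | measured by = fluorescence polarization (mP) | evaluation = percent inhibition from loss of millipolarization | control set = unlabelled peptide and DMSO controls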
CDK5 p35 inh: inhibitors of human CDK5/p35 kinase; Q00535+Q15078; Recombinant CDK5/p35, ADP-Glo luminescence, 60 min; inhibition, % at 10 µM; 330,000 compounds, 0.01% hits;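 active = highest replicate inhibition of at least 50% and at least 75% of replicates reaching 50%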;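 note: plate controls were DMSO neutral control for no effect and GW8510 at 10 µM for full effect; many of its hits are not listed in these tables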
Target sequence (Q00535 whole entry, looked up): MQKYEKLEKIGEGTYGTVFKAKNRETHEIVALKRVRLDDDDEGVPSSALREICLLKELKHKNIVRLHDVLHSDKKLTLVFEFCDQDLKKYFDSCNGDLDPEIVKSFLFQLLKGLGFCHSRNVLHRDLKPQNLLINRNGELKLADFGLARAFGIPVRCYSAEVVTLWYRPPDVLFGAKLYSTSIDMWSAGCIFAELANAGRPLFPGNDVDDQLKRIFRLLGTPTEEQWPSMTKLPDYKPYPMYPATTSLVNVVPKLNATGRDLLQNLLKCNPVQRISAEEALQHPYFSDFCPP
Target sequence (Q15078 whole entry, looked up): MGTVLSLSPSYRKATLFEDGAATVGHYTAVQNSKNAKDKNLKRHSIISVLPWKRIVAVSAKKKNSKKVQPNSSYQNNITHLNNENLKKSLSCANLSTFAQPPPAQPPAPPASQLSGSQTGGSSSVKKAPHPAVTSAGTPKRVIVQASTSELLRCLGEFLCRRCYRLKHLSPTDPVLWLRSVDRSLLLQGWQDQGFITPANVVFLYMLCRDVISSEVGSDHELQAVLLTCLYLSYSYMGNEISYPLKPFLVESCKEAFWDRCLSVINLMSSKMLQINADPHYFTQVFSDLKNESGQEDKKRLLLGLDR
dFosB act: enhances mouse delta FosB homodimer DNA binding | activation, % at 25 µM | P13346 | 340,000 compounds, 0.99% hits | purified delta FosB, TAMRA-CDK5 oligo fluorescence polarization; percent of positive-control signal above neutral wells;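 active = mean activation above about 17%, with every replicate also reaching it, limit read from the data, passing the limit was not always enough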;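 note: fluorescence polarization rise as delta FosB binds a TAMRA Cdk5 AP-1 oligo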
Target sequence (P13346 whole entry, looked up): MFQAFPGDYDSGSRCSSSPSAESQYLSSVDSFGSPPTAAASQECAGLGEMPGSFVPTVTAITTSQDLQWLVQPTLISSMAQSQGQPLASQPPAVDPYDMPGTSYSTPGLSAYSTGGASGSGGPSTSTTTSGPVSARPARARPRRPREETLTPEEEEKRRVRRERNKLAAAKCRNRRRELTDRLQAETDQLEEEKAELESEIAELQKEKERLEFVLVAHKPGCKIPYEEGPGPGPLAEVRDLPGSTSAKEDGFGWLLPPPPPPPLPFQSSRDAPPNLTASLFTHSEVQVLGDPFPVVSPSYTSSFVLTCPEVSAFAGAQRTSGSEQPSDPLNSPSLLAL
MITF TRPM1 HTS: MITF TRPM1 promoter activation in melanoma cells. SK-MEL-5 TRPM1-promoter luciferase, 24 h; % of positive control, neutral wells = 0. activation, % at 12.5 µM. 300,000 compounds, 0.75% hits. AID 588334;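 active = mean activation of at least 80% with every replicate also reaching 80%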;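 note: 0% = neutral control wells and 100% = parthenolide positive control wells; values of inactives mirror those of a sister screen read the other way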
Rtt109 Vps75: blocks Candida albicans Rtt109/Vps75 acetyltransferase activity. Q5AAJ8. purified Rtt109/Vps75, ThioGlo CoA-SH fluorescence, 4 h. inhibition, % at 34.9 µM. 330,000 compounds, 0.16% hits. AID 540336;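 active = inhibition of at least 50% in every replicate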
Tat export inh: E. coli Tat transport inhibition; inhibition, % at 10 µM; E. coli MC4100 TorA-mCherry Tat export, fluorescence; AID 488895; 340,000 compounds, 0.036% hits;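 active = mean replicate inhibition at least 50% and at least half of replicates individually reaching 50%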;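 note: exported cargo escapes ClpAP degradation while cytoplasmic cargo is degraded and loses fluorescence; 0% = median of neutral control wells and 100% = median of NaSCN control wells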
V-ATPase pH: regulators of yeast V-ATPase proton transport; S. cerevisiae, pHLuorin cytosolic pH fluorescence; response, % at 10 µM; 350,000 compounds, 0.37% hits; AID 504577; in the data active = response mostly above about 7.3%, no sharp cut-off; inactive = mostly below about 5.4%; note: actives read high; inactives centre near 0; some compounds called inactive have numbers as strong as hits
Wnt act: activators of Wnt/beta-catenin signaling | Wnt/beta-catenin reporter cell assay, activator, plate reader | activation, % at 9.35 µM | 300,000 compounds, 1.2% hits | AID 743398; in the data active = activation above about 30%, passing the limit was not always enough;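 note: 0% = neutral control wells and 100% = positive control wells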
cardiac RTF act: cardiac RTF calcium sensitization; P19429+P45379; IANBD-labeled TnC RTF fluorescence at EC20 calcium; 0% EC20 calcium, 100% full calcium; activation, % at 7.2 µM; 340,000 compounds, 0.24% hits;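 active = activation above the mean over all tested compounds plus 3 SD, cut at about 30% in these data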;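 note: rise in fluorescence read as greater calcium sensitivity of cardiac thin filaments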
CAL PDZ FP-2: blocks peptide binding to the human CAL PDZ domain. Q9HD26. purified CAL PDZ, TMR-peptide fluorescence polarization, 1 h. inhibition, % at 24.9 µM. 300,000 compounds, 0.92% hits. AID 602252;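 active = mean inhibition of at least 30% with at least half of replicates also reaching 30%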;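 note: 0% = DMSO neutral control and 100% = excess unlabeled competitor peptide PRC23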
Numbers without * were called inactive; · = no result given. Random draw from the library; about 4.1% have a hit in one of these screens.

SMILES | CAL PDZ FP-1 | CDK5 p35 inh | dFosB act | MITF TRPM1 HTS | Rtt109 Vps75 | Tat export inh | V-ATPase pH | Wnt act | cardiac RTF act | CAL PDZ FP-2
C=CCc1cc(C=O)cc(OC)c1OCc1ccc(Cl)cc1 | -1.3 | -3.1 | 0.7 | 8.3 | -5.4 | 3.4 | 0.3 | · | 6.4 | -1.7
CN1CC[n+]2cnc3ccccc3c21 | -0.4 | -4.3 | 5.2 | -3.5 | -8.6 | -3.5 | -1.9 | -2.2 | -1.1 | ·
CN(CCc1ccccn1)C(=O)Nc1ccc(C(C)(C)C)cc1 | -0.9 | 0.8 | 1.1 | 17.2 | -8.0 | 6.3 | 8.7 | -1.4 | 4.8 | -5.1
CC1CCN(C(=O)c2ncn(Cc3ccccc3)c2C(=O)N2CCC(C)CC2)CC1 | 0.1 | 1.4 | 0.3 | -5.7 | 1.1 | -0.8 | -1.9 | -1.3 | -2.6 | -3.0
C=CCn1c(SCC(=O)NCCO)nc2sc(C)c(C)c2c1=O | -0.8 | 1.9 | 3.3 | 2.8 | -5.9 | -7.8 | -0.8 | -0.5 | 0.7 | 1.6
COc1cc2ncnc(NCc3cc(F)ccc3F)c2cc1OC | -3.7 | -2.6 | -5.6 | · | -2.4 | 10.1 | 1.1 | -1.1 | -4.5 | -2.1
O=C(c1cnc2ccccn2c1=O)N1CCCc2ccccc21 | -0.9 | 0.4 | -0.8 | 4.5 | 6.8 | -2.0 | 0.2 | · | -7.0 | -0.5
Cc1ccc(C(=O)OCC(=O)Nc2ccc3c(c2)OCO3)cc1S(=O)(=O)N1CCOCC1 | -0.1 | 0.2 | -4.8 | 6.9 | 4.1 | 2.2 | 0.8 | 4.3 | 0.5 | 2.1
COc1ccccc1NC(=O)CSc1nnc(Cc2cc(=O)[nH]c(=O)[nH]2)n1-c1ccccc1 | · | 1.4 | -1.1 | · | 1.4 | -5.2 | 2.4 | · | 7.7 | -6.1
COCCNC(=O)c1ccccc1NC(=O)c1ccccc1N(C)S(=O)(=O)c1ccccc1 | -1.0 | -0.6 | -3.9 | · | 2.6 | -7.7 | -3.6 | -0.7 | -5.7 | ·
CCOC(=O)CC1C(=O)NCCN1S(=O)(=O)c1ccc(F)cc1 (stereo unspecified) | 0.1 | 0.0 | 1.8 | 8.1 | -8.3 | 0.4 | 1.7 | -0.2 | 1.6 | -2.3
Cc1ccnc(NC(=O)COc2ccc3oc4c(c3c2)CCCC4)c1 | 0.3 | 1.2 | 1.9 | 36.8 | 5.4 | 4.3 | 6.1 | 3.0 | -5.5 | -1.4
CCOC(=O)N1CCN(C(=O)COc2ccc(S(=O)(=O)NC(C)C)cc2)CC1 | 0.0 | 1.0 | -5.5 | · | 4.8 | 4.7 | -3.6 | 0.9 | 6.9 | ·
N#Cc1cccc(C(=O)OCC(=O)c2ccc3c(c2)NC(=O)CO3)c1 | -1.3 | 1.2 | 6.7 | 1.7 | -1.6 | -7.3 | -2.4 | -0.8 | -8.9 | 2.7
CCc1noc(C)c1C(=O)OCC(=O)N1CCc2ccccc21 | -1.0 | 0.3 | 5.6 | 2.1 | 6.0 | 8.4 | -4.3 | 0.2 | -1.9 | ·
CCN1CCCC1CNC(=O)c1csc2c1CCCC2 (stereo unspecified) | -1.2 | 2.2 | 1.6 | -13.0 | 0.5 | -14.0 | -4.1 | -3.6 | 4.1 | -0.9
COc1ccccc1NC(=O)c1c(N=Cc2cccc([N+](=O)[O-])c2)cnn1C | -0.3 | 1.2 | 1.6 | · | -7.5 | 4.3 | -1.4 | 1.9 | · | -1.6
Cc1onc(-c2ccccc2)c1C(=O)Nc1ccc(Cl)c(S(=O)(=O)N2CCOCC2)c1 | -1.1 | -0.5 | -2.8 | 5.4 | 20.0 | -6.6 | 3.1 | -2.2 | 2.6 | 0.9
COC(=O)c1ccc(-c2nc(CN3CCC(C(=O)N4CCOCC4)CC3)c(C)o2)cc1 | -2.5 | -0.5 | 0.3 | -11.5 | -0.5 | 3.9 | -2.2 | · | -1.6 | -2.8
CCC(=O)N1CCc2cc(Br)cc(S(=O)(=O)NCCCN(CC)Cc3ccccc3)c21 | -0.3 | 0.1 | -14.7 | -9.4 | 6.4 | 3.0 | -2.6 | -1.8 | -4.7 | -6.9
CCOC(=O)C1CCN(C(=O)C2CC(=O)N(c3ccc4c(c3)OCCO4)C2)CC1 (stereo unspecified) | · | -0.4 | -1.1 | 3.6 | 3.4 | -1.8 | 4.3 | -0.9 | 0.9 | -3.9
CN(C)C(/C=C/Nc1cccc(Br)c1)=C(C#N)C#N | -0.9 | 1.0 | -3.7 | -1.0 | -3.4 | -6.3 | -0.5 | 0.4 | · | 2.2
CCC(c1nnnn1Cc1ccc2c(c1)OCO2)N1CCN(CC)CC1 (stereo unspecified) | 0.3 | -0.1 | 2.8 | 1.3 | -1.3 | -3.3 | 1.5 | -1.1 | -4.4 | ·
CCOc1ccc(N2C(=O)CC(NCc3ccc(S(N)(=O)=O)cc3)C2=O)cc1 (stereo unspecified) | 0.2 | -4.4 | -1.5 | -1.8 | -2.4 | 14.2 | -2.4 | 0.3 | 3.8 | -5.5
O=C(NCc1ccncc1)c1ccc(OCc2ccccc2)cc1 | -0.9 | 0.4 | 3.4 | · | 2.3 | -4.3 | -2.3 | -2.7 | 12.1 | -2.0
Cc1sc2ncnc(SCC(=O)N3CCCC(C(F)(F)F)C3)c2c1C (stereo unspecified) | -1.5 | 0.4 | -12.3 | -6.0 | -3.8 | -0.3 | 2.2 | 1.6 | -0.4 | ·
COc1ccc(CCNC(=O)c2sc3nc4n(c(=O)c3c2C)CCC4)cc1 | -1.7 | 0.3 | -15.0 | 30.5 | 38.8 | 2.1 | -6.4 | 7.1 | 5.4 | -1.1
Cc1ccc(-n2c(SCC(=O)N(C)C3CCS(=O)(=O)C3)nc3ccccc3c2=O)c(C)c1 (stereo unspecified) | 0.0 | -0.2 | -3.5 | 5.2 | -2.5 | 21.8 | 2.0 | 1.2 | 0.9 | -0.5
COc1ccc(NC(=S)N2CCC(NC(=O)c3ccc(OC)cc3)CC2)cc1 | -0.7 | -3.2 | -1.2 | -2.7 | 0.5 | -11.1 | -0.4 | 0.0 | -4.8 | -2.9
CSc1ccccc1C(=O)NCCOc1ccccc1C | -0.6 | 4.2 | -6.3 | 8.4 | 0.8 | 4.0 | 2.7 | -1.1 | -0.9 | -0.8
Cc1nc2sc(C(c3cccs3)N3CCN(Cc4ccccc4)CC3)c(O)n2n1 (stereo unspecified) | -3.2 | 0.5 | -12.0 | -4.2 | 13.4 | 8.2 | 0.0 | -1.1 | -2.1 | ·
O=S(=O)(c1ccccc1)c1nc(-c2cccs2)oc1NCCCn1ccnc1 | 0.0 | -8.7 | -2.1 | -0.9 | 1.5 | -3.5 | 1.0 | 1.6 | 0.6 | -3.4
CSCCC(NS(=O)(=O)c1ccc(C)cc1)C(=O)N1CCN(C(c2ccccc2)c2ccccc2)CC1 (stereo unspecified) | -0.3 | 0.0 | 0.1 | 14.5 | -0.8 | -6.2 | 0.9 | -2.4 | -5.2 | ·
CC(C)(C)c1ccc(S(=O)(=O)N2CCN(C3CCCC3)CC2)cc1 | -2.2 | -2.0 | -7.5 | 1.4 | -10.9 | -2.4 | -3.5 | -5.0 | -2.7 | 7.8
Cc1nn(Cc2ccc(Cl)cc2)c(C)c1NC(=O)Cn1nc([N+](=O)[O-])c(Cl)c1C | -4.5 | -1.3 | 20.2* | 1.3 | -2.3 | -10.1 | 7.7 | · | 0.8 | ·
Cc1nnc(SCC(=O)Nc2ccc(F)cc2F)n(N)c1=O | 0.1 | 0.5 | -0.4 | -16.9 | -2.6 | -9.7 | -1.3 | -1.5 | -2.3 | ·
O=C(NC(=S)NC1CCCC1)c1ccccc1 | -2.0 | 2.0 | 0.2 | 54.6 | 0.1 | 3.1 | -1.8 | 25.0 | 2.2 | -3.4
O=C(Nc1ccccc1)/C(=C/c1cccnc1)NC(=O)c1ccccc1 | -3.2 | 1.1 | 2.6 | 1.9 | -13.0 | -1.7 | 5.1 | 0.4 | 0.4 | -0.1
COc1cc(Cl)c(C)cc1NC(=O)COc1cc(C)nc(C(C)C)n1 | -1.2 | -0.7 | -0.9 | · | 4.7 | -3.0 | -0.8 | 2.8 | -4.0 | -3.7
CC1(C)CC(=O)C=C(NCCN2CCN(C(=S)Nc3ccc(F)cc3)CC2)C1 | -1.7 | 1.8 | -12.1 | -1.5 | -9.5 | 4.1 | -1.9 | -1.0 | 1.8 | -0.4
O=C(CN1C2=NCCN2c2ccccc21)C12CC3CC(CC(C3)C1)C2 | -1.5 | 0.4 | -4.5 | 4.4 | 1.3 | 11.0 | -1.3 | -2.0 | 0.2 | 7.2
COc1ccc([N+](=O)[O-])cc1CSc1nnc(NC(C)=O)s1 | -1.1 | -0.4 | 7.0 | -3.1 | -2.1 | -4.4 | -2.6 | -0.3 | 1.7 | -1.4
CC1CC(C)CN(S(=O)(=O)c2cc3c4c(c2)C(C)C(=O)N4CCC3)C1 (stereo unspecified) | -2.0 | 0.7 | -11.9 | 9.1 | 1.1 | -2.1 | 7.0 | -2.6 | -6.3 | -5.3
COc1ccc(/C(C)=N/NC(=O)CNC(=O)CCc2ccccc2)c(OC)c1 | -0.8 | 0.7 | -5.9 | · | 1.1 | -9.7 | -2.5 | -0.2 | -7.0 | -1.3
CCN(CC)S(=O)(=O)c1ccc(NC(=O)c2cccs2)cc1 | -0.4 | -0.7 | -6.7 | 13.0 | -2.1 | -0.6 | 1.8 | -2.1 | -1.6 | -4.0
COc1ccccc1NC(=O)c1cc(-c2ccc(C)o2)nc2ccccc12 | -2.7 | -0.2 | -0.9 | · | -17.4 | 4.2 | -2.9 | -3.7 | -5.5 | -5.1
COc1ccc(-c2cc(C)no2)cc1S(=O)(=O)N(C)Cc1ccco1 | -2.3 | 3.9 | -12.4 | 3.9 | 10.3 | 9.8 | 4.2 | -1.5 | 3.4 | -2.7
COc1ccc(-c2n[nH]c(C)c2-c2cnn(-c3ccccc3)c2)c(O)c1 | -0.6 | 3.8 | -15.1 | -1.6 | 1.8 | 8.8 | 1.6 | · | 2.1 | -3.6
CCOc1ccc(NC(=O)c2ccc(S(=O)(=O)N(C)C)cc2)cc1 | -1.2 | 0.0 | -5.1 | 6.5 | 15.3 | 2.3 | 3.3 | -0.6 | -3.8 | ·

Complete entries, looked up by structure. Order of screens: CAL PDZ FP-1, CDK5 p35 inh, dFosB act, MITF TRPM1 HTS, Rtt109 Vps75, Tat export inh, V-ATPase pH, Wnt act, cardiac RTF act, CAL PDZ FP-2
CCN(CC)S(=O)(=O)c1ccc(NC(=O)c2cccs2)cc1 in the list: -0.4, -0.7, -6.7, 13.0, -2.1, -0.6, 1.8, -2.1, -1.6, -4.0
Cc1onc(-c2ccccc2)c1C(=O)Nc1ccc(Cl)c(S(=O)(=O)N2CCOCC2)c1 in the list: -1.1, -0.5, -2.8, 5.4, 20.0, -6.6, 3.1, -2.2, 2.6, 0.9
